KLK5 inh = kallikrein 5 (human) inhibition. AID 873. Q9Y337. recombinant hK5, fluorogenic AMC substrate cleavage. 0.59% of 210,000 active. inhibition, % at 5 µM;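 active means inhibition of 40% or more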;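 further: 0% = enzyme controls without compound and 100% = no-enzyme blanks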
Target sequence (Q9Y337 67-293 limits assumed): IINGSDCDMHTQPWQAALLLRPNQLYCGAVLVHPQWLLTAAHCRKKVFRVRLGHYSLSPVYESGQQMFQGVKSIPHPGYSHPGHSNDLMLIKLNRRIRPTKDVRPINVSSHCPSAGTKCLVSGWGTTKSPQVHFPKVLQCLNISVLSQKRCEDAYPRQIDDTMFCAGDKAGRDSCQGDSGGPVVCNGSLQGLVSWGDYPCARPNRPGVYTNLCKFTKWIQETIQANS
Rad51 HR inh = blocks human Rad51 in homologous recombination. 0.085% of 200,000 active. AID 1385. inhibition, % at 10 µM. hRad51 DNA strand exchange, fluorescence dequenching;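 active means inhibition above 40% at the single screening dose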;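 further: 0% = DMSO control wells and 100% = blanks with heterologous ssDNA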
Target sequence (Q06609 whole entry, looked up): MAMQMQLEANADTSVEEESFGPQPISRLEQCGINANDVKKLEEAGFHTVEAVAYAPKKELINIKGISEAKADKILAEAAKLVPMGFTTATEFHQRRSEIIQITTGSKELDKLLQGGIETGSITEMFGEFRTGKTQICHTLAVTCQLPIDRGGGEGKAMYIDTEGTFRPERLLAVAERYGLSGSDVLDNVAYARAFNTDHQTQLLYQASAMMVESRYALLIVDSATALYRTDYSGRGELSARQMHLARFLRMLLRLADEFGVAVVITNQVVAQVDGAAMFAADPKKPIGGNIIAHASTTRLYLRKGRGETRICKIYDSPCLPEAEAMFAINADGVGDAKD
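Material: human Rad51–ssDNA filaments; Probe or stimulus: labelled 47-mer dsDNA for strand exchange; Doses: single 10 µM dose; Incubation: 37 °C 15-min filament assembly, 30-min compound preincubation, 15-min exchange; Technique: FRET fluorescence dequenching, excitation 485 nm, emission 520 nm; Measure: Fluorescence-based percent inhibition, control- and blank-normalised; Benchmarks: plate control and blank wells.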
Calpain2 inh = inhibitors of pig calpain II; inhibition, % at 16 µM; 0.37% of 220,000 active; purified calpain II, fluorogenic peptide substrate, 30 min;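 active means inhibition above about 50%, limit read from the data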
Furin inhibitor = blocks human furin protease activity | P09958 | purified furin, fluorogenic substrate cleavage | inhibition, % at 30 µM | 0.061% of 220,000 active; in the data active means inhibition above about 25%; further: inactives centre near -15
KCC2 mod = modulators of human KCC2 chloride dependent transport | Q9H2X9 | AID 1456 | B-score of Tl+ flux slope (higher = more flux/activation; lower = inhibition) at 10 µM | KCC2 cells, thallium flux FluoZin-2 fluorescence | 2.2% of 190,000 active;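 active means thallium flux slope and its plate-corrected score both differing from the plate sample mean at a set confidence after two filtering rounds, in either direction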;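 further: slope of fluorescence scaled to starting intensity during 10 to 20 s after thallium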
thrombin 1536 = thrombin (human) inhibition. inhibition, % at 5 µM. 0.26% of 220,000 active. alpha-thrombin, Boc-VPR-AMC fluorogenic substrate cleavage. P00734. AID 1046;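 active means inhibition at or above 40%; inactive means inhibition below 40%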;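 further: 0% = enzyme with no compound and 100% = wells without enzyme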
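Assay system: human alpha-thrombin enzyme. Reagent: Boc-VPR-AMC substrate, 15 µM final. Compound dosing: one concentration per compound, 5 µM, with 0.2% DMSO. Incubation: room-temperature reaction. Technique: AMC fluorescence, 355/460 nm. Measure: % inhibition relative to enzyme controls and enzyme-free blanks.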
FXIa inh = inhibitors of human coagulation factor XIa; 0.14% of 220,000 active; inhibition, % at 5 µM; purified FXIa, Boc-Glu-Ala-Arg-AMC fluorogenic substrate;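 active means inhibition of at least 40%; inactive means inhibition below 40%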;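 further: fluorescence of freed AMC excited at 355 nm; 0% = enzyme without compound and 100% = no enzyme blank; many of its hits are not listed in these tables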
FXIIa inh 1536 = blocks human coagulation factor XIIa protease activity | 0.3% of 220,000 active | purified FXIIa, Boc-QGR-AMC fluorogenic substrate, 2 h | inhibition, % at 5 µM | P00748; in the data active means inhibition above about 40%;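 further: 0% = enzyme with no compound and 100% = blank without enzyme; many of its hits are not listed in these tables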
PERK inhibitor = blocks human PERK kinase; Q9NZJ5; CHO PERK-DD fusion, SEAP luminescence translation reporter; inhibition, % at 5.6 µM; 0.17% of 220,000 active;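 active means inhibition above the mean inhibition of all tested compounds plus 3 SD, set separately per screening campaign, cut at about 2.9% in these data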;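 further: PERK kinase domain activated by AP20187 dimerizer at 100 nM; 0% = DMSO with dimerizer and 100% = rapamycin at 8.4 µM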
* hit, by the source's call; . = no result given; [ ] = remark or other dose. An excerpt (hit frequency here may not be typical).

Assay codes: A = KLK5 inh; B = Rad51 HR inh; C = Calpain2 inh; D = Furin inhibitor; E = KCC2 mod; F = thrombin 1536; G = FXIa inh; H = FXIIa inh 1536; I = PERK inhibitor
> CCOC(=O)C1CCN(C(=O)CCn2c(=O)[nH]c3ccccc3c2=O)CC1
  A: -1; B: -1; C: -39; D: -28; E: .; F: -3; G: -7; H: -2; I: 1.7
> COc1cccc(/C=N/NC(=O)Cn2nc(C)c([N+](=O)[O-])c2C)c1O
  A: -35; B: -1; C: 25; D: -10; E: -0.6; F: 2; G: 4; H: 5; I: 0.9
> COC(=O)c1cn(C(=O)c2ccc(Cl)cc2)c2ccccc12
  A: 0; B: 21; C: 12; D: -11; E: 0.053; F: 6; G: 3; H: 14; I: 1.1
> Cc1cc(C)c(C(=O)CN2C(=O)NC3(CCCCCC3)C2=O)cc1C
  A: -6; B: 1; C: 23; D: -12; E: -0.1; F: -4; G: -8; H: 1; I: -0.8
> COC(=O)c1[nH]c2ccc(Cl)cc2c1NC(=O)CN1CCC(C(N)=O)CC1
  A: 3; B: 0; C: -22; D: -10; E: .; F: 0; G: 4; H: 7; I: 1.1
> CSCC[C@H](NC(=O)Nc1cccc(Br)c1)C(=O)O
  A: 3; B: -2; C: -10; D: -15; E: 0.76; F: 5; G: 1; H: 11; I: 0.6
> CCOc1ccccc1N1CCN(C(=O)CCCN2C(=O)c3cccc4cccc(c34)C2=O)CC1
  A: -11; B: 4; C: 2; D: -15; E: -2.2; F: -10; G: 1; H: 2; I: -1.4
> O=C(COc1ccccc1[N+](=O)[O-])Nc1ccc(N2CCN(C(=O)c3cccs3)CC2)cc1
  A: .; B: -17; C: 7; D: -30; E: -0.78; F: 0; G: 1; H: 6; I: 1.7
> COc1ccc(CN2CCN(CCC(C)C)C(CCO)C2)cc1Cn1cncn1 (centres undefined)
  A: -1; B: 2; C: -20; D: -23; E: 0.66; F: -11; G: -4; H: 4; I: 1.2
> Cc1ccccc1CSCCNC(=O)c1ccccc1
  A: -11; B: .; C: 12; D: -15; E: -1.8; F: -6; G: -7; H: 4; I: -0.2
> COc1cc(/C=N/NC(=O)CSc2ccccn2)ccc1O
  A: 1; B: .; C: 0; D: -5; E: -0.34; F: 1; G: -3; H: 6; I: -0.5
> CCN1CCCc2cc(CN(CCN3CCOCC3)C(=S)Nc3cccc(Cl)c3)ccc21
  A: -17; B: -1; C: 8; D: -20; E: -0.36; F: -7; G: -6; H: -1; I: -0.8
> CC(OC(=O)c1ccc(O)cc1)C(=O)Nc1cc(C(F)(F)F)ccc1Cl (centres undefined)
  A: 1; B: 8; C: -6; D: -19; E: -1; F: 0; G: 5; H: 6; I: -0.2
> COc1ccc(NC(=O)c2cc(-c3cc(C)cc(C)c3O)n[nH]2)cc1Cl
  A: -4; B: -1; C: -250; D: -33; E: -0.81; F: 2; G: 1; H: 9; I: -0.2
> Cc1ccc(NC(=O)C2CC(=O)Nc3nncn32)cc1 (centres undefined)
  A: -6; B: 7; C: -25; D: -8; E: 0.53; F: -10; G: -2; H: 12; I: 0.9

(listing goes on)
Assay codes: A = KLK5 inh; B = Rad51 HR inh; C = Calpain2 inh; D = Furin inhibitor; E = KCC2 mod; F = thrombin 1536; G = FXIa inh; H = FXIIa inh 1536; I = PERK inhibitor
> CCC(=O)N1CCc2cc(S(=O)(=O)NCCC(=O)NC3CCCc4ccccc43)ccc21 (centres undefined)
  A: -3; B: -3; C: 3; D: -10; E: .; F: -1; G: 8; H: 13; I: -0.3
> Cc1cc(C(=O)CN2CCC(C)CC2)c(C)n1-c1ccccc1F
  A: -3; B: -2; C: -22; D: -7; E: 0.33; F: -7; G: -8; H: -2; I: -1.1
> CCC(C)(C)n1nnnc1C(c1cc(OC)c(OC)c(OC)c1)N1CCN(c2ccccc2)CC1 (centres undefined)
  A: 6; B: 1; C: -8; D: -23; E: -0.025; F: 4; G: 3; H: 10; I: 0.2
> CCOC(=O)C(CCCCCCP(=O)(c1ccccc1)c1ccccc1)NC(C)=O (centres undefined)
  A: 2; B: 6; C: -9; D: -24; E: -1.2; F: -1; G: 2; H: 10; I: -0.1
> O=C(NC1CCS(=O)(=O)C1)OC1CCCCC1 (centres undefined)
  A: 15; B: 5; C: 8; D: -20[20 µM]; E: -0.92; F: -4; G: 6; H: 11; I: 1.0
> COc1ccccc1OCCOCCOc1ccc(C)cc1Br
  A: -6; B: .; C: 19; D: 3; E: -0.54; F: 1; G: 5; H: 4; I: 0.7
> CCOc1ccc(OCc2cccc(C(=O)N/N=C/c3cccnc3)c2)cc1
  A: -19; B: -3; C: -10; D: -5; E: -0.87; F: -4; G: 0; H: 1; I: -0.5
> CCOc1ccccc1CN1CCN(Cc2ccc(C)o2)CC1CCO (centres undefined)
  A: -3; B: -6; C: 8; D: -8; E: -0.0046; F: -9; G: -5; H: 7; I: -0.4
> O=C(CSc1nnc2ccccn12)Nc1ncc(Cl)cc1Cl
  A: 3; B: -7; C: -32; D: -19[20 µM]; E: -0.071; F: 0; G: 7; H: 19; I: 0.2
> CC(=O)N1CCc2cc(S(=O)(=O)NC(Cc3ccccc3)C(=O)NC3CCCCCC3)ccc21 (centres undefined)
  A: -4; B: 2; C: -16; D: -6[20 µM]; E: -0.51; F: 3; G: 8; H: 13; I: -0.4
> Cc1cc2cc(C)c3nnc(SCC(=O)NCc4ccco4)n3c2cc1C
  A: -2; B: -1; C: -57; D: -4; E: .; F: 2; G: 7; H: 15; I: -2.1
> CC(NC1CCCCC1)C(=O)NN=C(c1ccccc1)c1ccccc1 (centres undefined)
  A: .; B: .; C: -6; D: -22; E: -0.97; F: -2; G: -2; H: 8; I: 0.3
> CC(C)NC(=O)C(=O)NNC(=O)C12CC3CC(CC(C3)C1)C2
  A: -13; B: 0; C: -12; D: -22[20 µM]; E: 2.7; F: -3; G: -1; H: 9; I: -0.2
> Cn1c2ccccc2c2nnc(NN)nc21
  A: 2; B: -10; C: 16; D: -17; E: 0.61; F: 0; G: -1; H: 9; I: 1.0
> O=C1NC(=S)S/C1=C\c1cc2ccccc2nc1N1CCCCC1
  A: -3; B: -11; C: 56*; D: -2; E: .; F: 0; G: -7; H: 3; I: -0.5

Additional results follow.
Assay codes: A = KLK5 inh; B = Rad51 HR inh; C = Calpain2 inh; D = Furin inhibitor; E = KCC2 mod; F = thrombin 1536; G = FXIa inh; H = FXIIa inh 1536; I = PERK inhibitor
> CCCCCC/C(C)=C1/SC(=S)NC1=O
  A: 4; B: 3; C: 14; D: -32[20 µM]; E: 53*; F: -3; G: 6; H: 7; I: 0.7
> CCCn1nnc(NC(=O)c2cccnc2Cl)n1
  A: -14; B: 2; C: -15; D: -17[20 µM]; E: 2.8; F: -5; G: -5; H: 2; I: 0.4
> CC(C)(C)c1ccc(OCCCC(=O)NC2=NCCS2)cc1
  A: 2; B: 8; C: 19; D: -15[20 µM]; E: 0.064; F: 1; G: 2; H: 16; I: 0.1
> CC(/C=N/NC(=O)c1cc(C2CC2)[nH]n1)=C\c1ccccc1
  A: 1; B: 17; C: 3; D: -7; E: 0.34; F: -1; G: 0; H: 4; I: -0.3
> COc1ccc(C)cc1NC(=O)CN1CCN(S(=O)(=O)c2ccc(F)cc2)CC1
  A: -10; B: -8; C: 15; D: -21; E: 0.38; F: 1; G: 3; H: 19; I: 0.9
> C#CCOCCOCCOCCNc1nc(N2CCN(C(=O)C([C@@H](C)CC)n3cc(C(N)CC(C)C)nn3)CC2)nc(N2CCN(C(=O)[C@H](CCC(=O)O)n3cc(C(N)CC(C)C)nn3)CC2)n1 (some centres undefined)
  A: -3; B: -5; C: -14; D: -24; E: -0.054; F: -4; G: -2; H: 1; I: 0.9
> CCCS(=O)(=O)c1c(S(=O)(=O)CCC)c2cnccn2c1C(=O)c1ccc(OC)cc1
  A: -7; B: -12; C: -14; D: -20; E: -0.085; F: 2; G: -6; H: 9; I: 0.0
> COCCNc1nc(Cl)c(C#N)s1
  A: 5; B: 7; C: -20; D: -25; E: 1; F: -2; G: 5; H: 7; I: 1.5
> CCN(CC)C(=O)Oc1ccc(NC(C)=O)cc1
  A: -14; B: 0; C: -48; D: -16[20 µM]; E: 2; F: -10; G: -6; H: 6; I: 1.3
> N=C(N)N1CCN(Cc2ccccc2)CC1
  A: .; B: .; C: 14; D: -15; E: 1.5; F: -5; G: 9; H: 12; I: -0.2
> O=C(COc1ccccc1)NCC(=O)Nc1ccc(S(=O)(=O)NCc2ccco2)cc1
  A: 10; B: -13; C: -34; D: -4[20 µM]; E: 0.37; F: -3; G: -9; H: 0; I: -0.5
> CCN1C(=O)CC(N2CCC(C(=O)N3CCOCC3)CC2)C1=O (centres undefined)
  A: -1; B: -4; C: -15; D: -21[20 µM]; E: 0.48; F: -6; G: -3; H: 3; I: 2.0
> CNC(=S)NN(c1ccccc1)c1ccccc1
  A: -13; B: .; C: 0; D: -16[20 µM]; E: 0.26; F: -2; G: 5; H: 11; I: 0.7
> CCOc1ccc(C2SCC(=O)N2c2c(C)n(C)n(-c3ccccc3)c2=O)cc1 (centres undefined)
  A: -14; B: -2; C: -18; D: -18; E: .; F: -6; G: 1; H: 19; I: 0.4
> Cc1ccccc1CSc1nnc(NC(=O)C2COc3ccccc3O2)s1 (centres undefined)
  A: 7; B: 2; C: 7; D: 1[20 µM]; E: .; F: 3; G: 4; H: 12; I: 0.3

Complete entries, looked up by structure. Screens in order: KLK5 inh	Rad51 HR inh	Calpain2 inh	Furin inhibitor	KCC2 mod	thrombin 1536	FXIa inh	FXIIa inh 1536	PERK inhibitor
Entry for `CCN1C(=O)CC(N2CCC(C(=O)N3CCOCC3)CC2)C1=O` (centres undefined) : -1	-4	-15	-21[20 µM]	0.48	-6	-3	3	2.0
Entry for `CC(/C=N/NC(=O)c1cc(C2CC2)[nH]n1)=C\c1ccccc1` : 1	17	3	-7	0.34	-1	0	4	-0.3

(next part)
Assay codes: A = KLK5 inh; B = Rad51 HR inh; C = Calpain2 inh; D = Furin inhibitor; E = KCC2 mod; F = thrombin 1536; G = FXIa inh; H = FXIIa inh 1536; I = PERK inhibitor
> Cc1cc(C(F)(F)F)n(-c2nc(C(=O)Nc3cccnc3)cs2)n1
  A: -30; B: -4; C: 1; D: -22; E: -0.63; F: 0; G: -10; H: -9; I: 0.7
> COc1ccc(Nc2nc(C(C)(C)C)nc3c2nnn3Cc2ccccc2Cl)cc1OC
  A: .; B: -6; C: .; D: -16[20 µM]; E: -1; F: .; G: .; H: .; I: -0.2
> O=C(O)c1ccc(COc2ccc3ccccc3c2)o1
  A: 0; B: 13; C: -7; D: -11; E: .; F: -1; G: 5; H: 8; I: 1.1
> CSS(=O)(=O)c1cccc2cccnc12
  A: -5; B: 11; C: -16; D: -14; E: 2.8; F: -5; G: -7; H: 2; I: -0.1
> CCOC(=O)CNC(=O)c1nn(-c2ccc(OCC)cc2)c(=O)c2ccccc12
  A: 26; B: .; C: 15; D: -19; E: 0.15; F: 12; G: 1; H: 6; I: -0.5
> CC(OC(=O)CCCOc1ccccc1)C(=O)NC(N)=O (centres undefined)
  A: -5; B: 3; C: -34; D: -24[20 µM]; E: -0.054; F: -5; G: -8; H: 3; I: 0.9
> Cc1ccc(S(=O)(=O)N2CCCN(S(=O)(=O)c3ccc4ccccc4c3)CC2)cc1
  A: -8; B: 3; C: 36; D: -13[20 µM]; E: -0.0099; F: -4; G: -3; H: 5; I: -0.9
